KCNH2 WT inh: blocks the wildtype human KCNH2 potassium channel; Q12809; hit rate 0.37% among 340,000; activity change, % at 1.84 µM; AID 720551; U2OS, BacMam KCNH2, thallium flux FluxOr; hits give low values;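 active means maximum activity change below -70%; inconclusive means maximum activity change between -70% and -50%; inactive means maximum activity change above -50%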; further: on the % scale 0 is the no-effect control and ±100 the full control effect
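U2OS cells were transduced with wild-type KCNH2 virus (2.03 x 10^8 / mL) for 4 h at room temperature, then cultured overnight at 37 C. Thallium flux was read with FluxOr dye. Rate constants were normalized to DMSO controls.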
GALK inhibitor: inhibitors of human galactokinase; P51570; Purified GALK, Kinase-Glo residual ATP luminescence; Potency, µM (series often up to 57.5 µM), without a hit: at the top dose activity change, negative = inhibition, usual class: inhibitors; hit rate 0.007% among 270,000; AID 1868; further: potency means the concentration at half of the fitted maximal effect; on the % scale 0 is the no-effect control and ±100 the full control effect
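Quantitative HTS: GALK 5 nM, ATP 35 uM, galactose 100 uM, 1 h room temperature, then luciferase-based ATP detection.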
Giardia killer: Giardia lamblia killing | hit rate 0.15% among 340,000 | Giardia lamblia trophozoite viability | AID 540267 | activity change, % at 7.66 µM, hits read low; in the data active means activity change below about -80%; inconclusive means between about -30% and that limit;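 further: parasites exposed to compound for two days anaerobically before the ATP read; on the % scale 0 is the no-effect control and ±100 the full control effect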
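Giardia trophozoites, 100 cells per well, were exposed to compounds for 48 hrs at 37 deg C under anaerobic conditions; viability was then read as ATP content by bioluminescence after 15-30 min at room temperature.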
PKM2 activator: increases activity of human pyruvate kinase M2. hit rate 0.34% among 260,000. purified PKM2, Kinase-Glo ATP luminescence, activation; response scale: 0% is enzyme alone, no compound. P14618. Potency, µM (titrated, usually from 57.5 µM), without a hit: top-dose activation, usual class: activators; further: potency means the concentration at half of the fitted maximal effect; on the % scale 0 is the no-effect control and ±100 the full control effect; nearly all actives have a fitted effect of over 55% in size
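ATP formation by purified human PK-M2, quantified via coupled luciferase luminescence after 1 h at room temperature with 0.1 mM ADP and 0.5 mM PEP final.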
TRPV1 ag: human TRPV1 agonism; Q8NER1; TRPV1-expressing cells, Fluo-8 calcium influx, agonist mode; activation, % at 8.33 µM; hit rate 0.19% among 320,000; in the data active means activation above about 80%; inconclusive means between about 30% and that limit; further: 0% is about no effect
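TRPV1-expressing cells were cultured overnight at 35.5C and loaded with Fluo-8 calcium dye for 40 to 90 min at room temperature. After a 10 s baseline, compound was added and calcium influx was read kinetically for 3 min (ex 480/em 520 nm).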
CXXC DNA block: blocks binding of human MLL CXXC domain to DNA. Potency, µM (series often up to 115 µM), without a hit: at the highest dose activity change, negative = inhibition, hits mostly inhibitors. Q03164. hit rate 0.037% among 290,000. AID 2662. MLL-CXXC / FITC-HOXA9 DNA fluorescence polarization; active means well fitted inhibition curve with a large enough effect in the polarisation, with a control signal flat, not every such curve was filed as active; inconclusive means small, poorly fitted or top-dose-only effect, or effect the other way, or a change in a side signal; inactive means no such curve, though single readings can be large or run the other way; the % refers to the polarisation; further: potency means the concentration at half of the fitted maximal effect
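Fluorescence polarization: 7 uM MLL-CXXC (stock) preincubated 5 min with compounds, then 50 nM fluorescein-HOX-A9 DNA (stock) added; 30 min ambient. Buffer 50 mM Tris-HCl pH 7.5, 50 mM NaCl, 1 mM DTT, 0.05% BSA.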
KCNH2 3.1 block: inhibitors of human KCNH2 3.1 potassium channel isoform; activity change, % (tested at about 1.8 µM); AID 720553; U2OS KCNH2 3.1, thallium flux FluxOr; hits give low values; hit rate 0.95% among 340,000;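 active means maximum activity change below -70%; inconclusive means maximum activity change from -70% to -50%; inactive means maximum activity change above -50%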;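 further: thallium influx rate constant from kinetic fluorescence after stimulation buffer; on the % scale 0 is the no-effect control and ±100 the full control effect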
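Thallium flux via FluxOr fluorescence (Red40 quencher, 45 min loading) in U2OS cells virally expressing the KCNH2 3.1 isoform (1.77 x 10^8 /mL virus, overnight at 37 C). Rate constants from 2-min kinetic reads post-stimulation, normalised to positive and negative controls.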
USP2a inh: inhibitors of human ubiquitin-specific protease USP2a; hit rate 0.01% among 330,000; AID 463254; O75604; Potency, µM (doses to about 38.3 µM), inactives show at the top dose activity change, negative = inhibition, actives largely listed as inhibitors; USP2 core, Ub-CHOP2 coupled fluorogenic reporter, 485/531;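 further: potency means the concentration at half of the fitted maximal effect; plate controls were DMSO wells for no effect and full inhibition by NEM control for full effect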
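Cell-free coupled assay: 10nM USP2 core preincubated 30min RT with compound in Tris-HCl pH 8.0/CaCl2/CHAPS buffer, then 25nM Ub-CHOP2 and 25nM reporter substrate; fluorescence (Ex 485/Em 531) read after 60min RT, normalized to NEM inhibition, concentration-response curves fitted.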
FBPA coupling cs: counter-screen for Giardia aldolase inhibitors: coupling enzyme system; AID 2472; coupling enzyme system counterscreen, AmpLite Red fluorescence; activity change, negative = inhibition, % at 58.2 µM, hits read low; hit rate 0.67% among 290,000; in the data active means activity change below about -30%; further: on the % scale 0 is the no-effect control and ±100 the full control effect
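Coupling enzymes only (glyceraldehyde-3-phosphate) + compound, at 57.5 uM final, 10 min RT; add substrate/coupling/AmpLite Red mix, 20 min RT; fluorescence ex 525/em 598 nm. Actives flag coupling-system interference.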
Menin MLL FP TR: menin-MLL binding inhibition, Texas Red mutant peptide; Potency, µM (series often up to 61.6 µM), inactives show at the highest dose FP activity change, negative = inhibition, usual class: inhibitors; AID 1768; hit rate 0.23% among 270,000; Menin + Texas Red MLL mutant peptide, fluorescence polarization; active means well fitted inhibition curve with a large enough effect in the polarisation, with a control signal flat, not every such curve was filed as active; inconclusive means small, poorly fitted or top-dose-only effect, or effect the other way, or a change in a side signal; inactive means no such curve, though single readings can be large or run the other way; the % refers to the polarisation; further: potency means the concentration at half of the fitted maximal effect; % of control where 0% means no effect; many of its hits are not listed in these tables
B2AR arrestin: recruits beta-arrestin to the human beta2-adrenergic receptor; P07550; beta-arrestin recruitment to beta2AR, cell-based reporter; Potency, µM (highest dose often 46.1 µM), inactives show at the top dose activation, hits mostly activators; hit rate 0.02% among 330,000;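 further: potency means the concentration at half of the fitted maximal effect; 0% = DMSO controls and full agonism = EC100 isoproterenol or metaproterenol; nearly all actives have a fitted effect of over 65% in size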
Starred values were filed as active, the others as inactive; u = inconclusive; x = no result given; [ ] = dose if it differs, or a comment. Unless noted, the call rests on the fitted dose curve; in most records, active means well fitted curve in the direction sought with a large enough effect; inconclusive means small, poorly fitted or top-dose-only effect, or another doubt; inactive means no such curve, though single readings can be large; an effect the other way counts as inactive or inconclusive.

Preview (3 entries):
Molecule,KCNH2 WT inh,GALK inhibitor,Giardia killer,PKM2 activator,TRPV1 ag,CXXC DNA block,KCNH2 3.1 block,USP2a inh,FBPA coupling cs,Menin MLL FP TR,B2AR arrestin
CCCN1CCC(N2CCN(c3ccc([N+](=O)[O-])cc3)CC2)CC1,-42,3%,18,0%,2,-2%,-79*,2%,1,-14%,0.5%
CC(C)c1ccc(S(=O)(=O)N2CCN(C(=O)c3cc(-c4ccccc4)n[nH]3)CC2)cc1,0,x,-7,15%,2,x,-13,-1%,0,3%,0.0%
O=[N+]([O-])c1cc([N+](=O)[O-])c(Oc2cccc(Cl)c2Cl)cc1NN1CCCCC1,-1,x,-18,-2%,u,-2%,-13,1%,1,u,0.5%

The whole of this part, repeating the preview:
Molecule,KCNH2 WT inh,GALK inhibitor,Giardia killer,PKM2 activator,TRPV1 ag,CXXC DNA block,KCNH2 3.1 block,USP2a inh,FBPA coupling cs,Menin MLL FP TR,B2AR arrestin
CCCN1CCC(N2CCN(c3ccc([N+](=O)[O-])cc3)CC2)CC1,-42,3%,18,0%,2,-2%,-79*,2%,1,-14%,0.5%
CC(C)c1ccc(S(=O)(=O)N2CCN(C(=O)c3cc(-c4ccccc4)n[nH]3)CC2)cc1,0,x,-7,15%,2,x,-13,-1%,0,3%,0.0%
O=[N+]([O-])c1cc([N+](=O)[O-])c(Oc2cccc(Cl)c2Cl)cc1NN1CCCCC1,-1,x,-18,-2%,u,-2%,-13,1%,1,u,0.5%
NC(=O)CSc1nc2c(sc(=S)n2-c2ccccc2)c(=O)[nH]1,-1,0%,-7,x,-1,-13%,3,2%,-1,11%,-0.1%
CC(C)Oc1cccc(C(=O)NC(=S)Nc2ccccc2N2CCOCC2)c1,4,-3%,-5,-5%,7,3%,2,-1%,x,x,-0.6%
Cc1cc(/C=N/NC(=O)c2cccc(F)c2)c(C)n1-c1ccccc1,x,0%,4,4%,u,12%,-20,3%,-1,9%,0.2%
Cc1[nH]c2ccccc2c1C(=O)COC(=O)C1CCC(=O)N1 (stereo not given),-4,13%,-9,7%,1,6%,9,-1%,2,10%,-0.1%
Cn1cnnc1Sc1nc2ccccc2nc1NS(=O)(=O)c1ccccc1,-7,-1%,-11,4%,0,8%,-7,1%,-8,10%,-0.3%
C=CCNC(=S)N/N=C/c1cccc([N+](=O)[O-])c1,-4,1%,7,-2%,-3,6%,-1,0%,3,-14%,u
O=C(NCc1n[nH]c(=S)n1-c1cccc(Cl)c1)c1cccs1,-2,8%,-4,-16%,1,-1%,-9,1%,5,-3%,-0.8%
CC(C)Cn1c(N)c(C(=O)COC(=O)c2cccn2C)c(=O)n(C)c1=O,10,x,-16,x,x,x,15,-1%,x,x,-0.1%
O=C(N/N=C/c1cn[nH]c1-c1ccc(F)cc1)c1ccncc1,-5,-3%,7,1%,1,-9%,1,-1%,0,-1%,-0.4%
O=C(CCN1C(=O)c2cccc3cccc(c23)C1=O)N1CCN(Cc2ccc3c(c2)OCO3)CC1,4,x,11,0%,0,17%,-11,1%,1,-3%,0.0%
Cc1ccc(NC(=O)Nc2ccc3c(c2)C(=O)OC3)cc1Cl,-1,5%,9,-3%,-1,15%,-16,0%,4,x,-0.3%
CC(C)c1ccc(S(=O)(=O)N2CCN(C(=O)c3ccncc3)CC2)cc1,1,x,-26,x,0,x,2,3%,x,x,0.1%

Some of these compounds in order of the Menin MLL FP TR value, falling.
| canonical_smiles | Menin MLL FP TR |
| --- | --- |
| Cn1cnnc1Sc1nc2ccccc2nc1NS(=O)(=O)c1ccccc1 | 10% |
| Cc1cc(/C=N/NC(=O)c2cccc(F)c2)c(C)n1-c1ccccc1 | 9% |
| O=C(CCN1C(=O)c2cccc3cccc(c23)C1=O)N1CCN(Cc2ccc3c(c2)OCO3)CC1 | -3% |

Just Menin MLL FP TR, TRPV1 ag and KCNH2 WT inh, for some of the entries so far:
SMILES,Menin MLL FP TR,TRPV1 ag,KCNH2 WT inh
CC(C)c1ccc(S(=O)(=O)N2CCN(C(=O)c3cc(-c4ccccc4)n[nH]3)CC2)cc1,3%,2,0
Cc1[nH]c2ccccc2c1C(=O)COC(=O)C1CCC(=O)N1 (stereo not given),10%,1,-4
O=C(N/N=C/c1cn[nH]c1-c1ccc(F)cc1)c1ccncc1,-1%,1,-5
CC(C)c1ccc(S(=O)(=O)N2CCN(C(=O)c3ccncc3)CC2)cc1,x,0,1
NC(=O)CSc1nc2c(sc(=S)n2-c2ccccc2)c(=O)[nH]1,11%,-1,-1

(next part)
Molecule,KCNH2 WT inh,GALK inhibitor,Giardia killer,PKM2 activator,TRPV1 ag,CXXC DNA block,KCNH2 3.1 block,USP2a inh,FBPA coupling cs,Menin MLL FP TR,B2AR arrestin
O=C(CSc1nnc(-c2ccc(F)cc2)o1)N1CCN(C(=O)c2ccco2)CC1,7,12%,-5,1%,2,8%,8,0%,0,-1%,-0.4%
Nc1ccc(C(=O)OCC(=O)N2CCOCC2)cc1[N+](=O)[O-],-9,-4%,-14,-1%,-2,4%,-2,2%,5,-3%,-1.2%
COc1cccc(CC2(CO)CCCN(Cc3c(C)cc(C)cc3-n3cccn3)C2)c1 (stereo not given),-124*,1%,6,-2%,0,7%,-102*,5%,5,u,-0.4%
COc1ccccc1N(C)S(=O)(=O)c1ccc(C(=O)OCC(=O)Nc2ccc(C(N)=O)cc2)cc1,5,x,-10,x,4,x,4,2%,x,x,-0.1%
CCOC(=O)c1ccc(OCC(=O)c2ccc(O)cc2O)cc1,2,0%,-26,8%,2,-14%,10,1%,4,u,0.1%
Cc1ccc(C(=O)NCCNC(=O)COc2ccccc2Cl)cn1,2,-1%,4,-6%,0,34%[activator],12,-1%,-2,13%,-0.5%
COc1ccc(-n2nc(C(=O)NCc3ccco3)c3c4ccccc4n(C)c3c2=O)cc1Cl,0,1%,9,14%,-2,18%,-5,1%,0,1%,-0.1%
Cc1nc2ccccc2c(=O)n1NC(=O)C1CC1,7,0%,-17,-2%,-1,-11%,5,1%,3,-1%,-0.6%
COc1ccc(CCC(=O)NC2CCCCC2)cc1,-17,0%,-18,-2%,5,-7%,0,-5%,x,x,-0.2%
COc1ccc(OC)c(NC(=O)c2nnn(Cc3ccc(Br)cc3F)c2N)c1,-7,-2%,13,-2%,7,-4%,3,2%,-2,56%[activator],-0.2%
COc1ccc(Oc2nc(Oc3ccc(OC)cc3)nc(Oc3ccc(OC)cc3)n2)cc1,7,2%,0,-3%,0,16%,35,2%,3,62%[activator],0.0%
C/C=C/c1ccc(OCCn2cncn2)c(OC)c1,8,2%,17,3%,-1,12%,-3,0%,-4,19%,-0.7%
Cc1c(NC(=O)c2cccnc2Cl)c(=O)n(-c2ccccc2)n1C,-10,2%,1,x,5,-8%,-7,-3%,-5,-5%,-0.9%
CCOc1ccccc1C(=O)Nc1cccc(-c2nnc(-c3ccccc3)o2)c1,-13,-1%,13,0%,2,1%,13,0%,1,-2%,0.3%
C#CCOCCOCCOCCNc1nc(N2CCN(C(=O)[C@H](CC(N)=O)n3cc([C@@H](N)C(C)C)nn3)CC2)nc(N2CCN(C(=O)[C@H](CC(N)=O)n3cc([C@@H](N)C(C)C)nn3)CC2)n1,16,x,-12,x,x,x,7,0%,x,x,-3.2%
CC(C)[C@@H](C(=O)NCC1CCC(C(=O)O)CC1)n1nnc2ccccc2c1=O (stereo not given in full),-6,2%,-7,-6%,-5,1%,-2,2%,1,-1%,-0.7%
Cc1cc(-c2csc(NC(=O)c3cccc(S(=O)(=O)N(C)C)c3)n2)c(C)n1-c1ccccc1,0,2%,-2,0%,3,9%,-16,1%,-1,u,-1.6%
COc1cc(C(=O)Nc2ccccc2N2CCCCC2)cc(OC)c1OC,-4,3%,2,x,u,-2%,-9,-1%,-2,u,0.4%

Looked up above:
For PKM2 activator, `C/C=C/c1ccc(OCCn2cncn2)c(OC)c1` reads 3%
For Giardia killer, `Cc1ccc(C(=O)NCCNC(=O)COc2ccccc2Cl)cn1` reads 4

High-throughput results as filed in PubChem.

An excerpt (hit frequency here may not be typical).
